Screens deposited in PubChem by Sanford-Burnham Center for Chemical Genomics.
Apaf-1 inh – inhibitors of human Apaf-1 apoptosome. inhibition, % at 20 µM. actives 0.71% (n = 330,000). O14727. reconstituted apoptosome caspase-3 activity, DEVD-Rh110 fluorescence; active means inhibition of at least 40% at 20 µM;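 further: plate controls were DMSO wells for no effect and DEVD-CHO caspase inhibitor wells for full effect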
Target sequence (O14727 whole entry, looked up): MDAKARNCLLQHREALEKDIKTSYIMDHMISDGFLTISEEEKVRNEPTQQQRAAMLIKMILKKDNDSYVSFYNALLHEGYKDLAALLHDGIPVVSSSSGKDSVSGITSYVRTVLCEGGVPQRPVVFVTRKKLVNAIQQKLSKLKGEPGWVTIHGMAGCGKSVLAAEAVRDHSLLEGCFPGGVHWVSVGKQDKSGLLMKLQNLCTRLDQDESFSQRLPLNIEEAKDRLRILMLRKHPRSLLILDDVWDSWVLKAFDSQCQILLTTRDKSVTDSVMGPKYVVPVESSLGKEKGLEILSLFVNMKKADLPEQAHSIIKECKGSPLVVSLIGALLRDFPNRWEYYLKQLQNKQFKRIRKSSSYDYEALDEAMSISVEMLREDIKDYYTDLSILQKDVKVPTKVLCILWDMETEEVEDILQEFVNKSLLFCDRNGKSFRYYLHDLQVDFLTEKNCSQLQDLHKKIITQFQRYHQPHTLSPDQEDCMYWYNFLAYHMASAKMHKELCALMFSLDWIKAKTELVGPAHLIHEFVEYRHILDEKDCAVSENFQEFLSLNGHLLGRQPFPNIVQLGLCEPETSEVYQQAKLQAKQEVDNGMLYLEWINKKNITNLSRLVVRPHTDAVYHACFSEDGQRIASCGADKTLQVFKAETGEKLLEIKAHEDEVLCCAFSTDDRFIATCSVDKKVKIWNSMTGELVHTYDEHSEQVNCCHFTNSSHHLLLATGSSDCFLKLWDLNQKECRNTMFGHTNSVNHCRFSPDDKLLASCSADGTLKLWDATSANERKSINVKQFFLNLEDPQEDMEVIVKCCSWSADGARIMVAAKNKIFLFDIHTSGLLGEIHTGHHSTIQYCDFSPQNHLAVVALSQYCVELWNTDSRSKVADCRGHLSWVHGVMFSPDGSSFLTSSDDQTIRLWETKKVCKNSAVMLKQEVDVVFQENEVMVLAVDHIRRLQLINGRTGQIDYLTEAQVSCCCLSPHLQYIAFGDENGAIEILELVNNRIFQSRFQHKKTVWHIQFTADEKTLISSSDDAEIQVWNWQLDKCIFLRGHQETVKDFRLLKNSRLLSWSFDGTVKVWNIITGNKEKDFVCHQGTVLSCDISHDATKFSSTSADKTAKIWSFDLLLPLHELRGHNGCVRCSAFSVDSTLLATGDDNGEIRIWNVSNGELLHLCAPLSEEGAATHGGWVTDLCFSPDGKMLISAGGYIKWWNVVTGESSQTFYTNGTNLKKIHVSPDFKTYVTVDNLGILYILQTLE
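Material: reconstituted apoptosome with Apaf-1, cytochrome c, caspase-9, procaspase-3, dATP; medium: pH 7.5 Hepes buffer with CHAPS, BSA, DTT; also added: cytochrome c and DEVD-Rh110 substrate; timing: 30 min plus 50 min, RT; signal: Rh110 fluorescence intensity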
SENP8 block-1 – SENP8 protease inhibition | inhibition, % at 10 µM | actives 1.2% (n = 330,000) | AID 2540 | purified SENP8, Z-RLRGG-aminoluciferin cleavage, luminescence | Q96LD8; in the data active means inhibition above about 50%
SENP7 block – blocks the human protease SENP7 | Q9BQF6 | recombinant SENP7, Z-RLRGG-aminoluciferin luminescence, 40 min | actives 1.5% (n = 330,000) | AID 434973 | inhibition, % at 5 µM;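 active means inhibition above about 50% at the single test dose, limit read from the data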;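 further: plate controls were DMSO with enzyme for no effect and no enzyme buffer wells for full effect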
SENP1 inh – blocks the human SENP1 SUMO protease catalytic domain; Q9P0U3; recombinant SENP1 catalytic domain, CyPet-SUMO1-YPet FRET cleavage; inhibition, % at 10 µM; actives 0.21% (n = 360,000); AID 624204;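 active means inhibition at least 30% at 10 µM, raw YFP signal under a set limit, fluorescence ratio 0.5 to 1.5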;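 further: 0% = enzyme with DMSO and 100% = no enzyme wells; some results filed as inactive read as strong as hits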
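Compound: 10 µM single point, 0.5% DMSO; Test system: hSENP1 catalytic domain, recombinant; Timing: 50 min reaction at room temperature; Technique: FRET, CFP and YFP emission; Control set: no-enzyme wells low, DMSO-plus-enzyme wells high control.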
SENP8 block-2 – blocks human SENP8 cleavage of Nedd8 substrate; Q96LD8; recombinant SENP8, Nedd8 substrate fluorescence; inhibition, % at 20 µM; actives 0.64% (n = 360,000); AID 602440; in the data active means inhibition mostly above about 40%, no sharp cut-off; inactive means mostly below about 27%
UBC13 polyUb – human UBC13 polyubiquitination inhibition | UBC13 polyubiquitin chain formation, TR-FRET | AID 485273 | inhibition, % at 20 µM | actives 0.47% (n = 330,000); in the data active means inhibition above about 45%, passing the limit was not always enough
APOBEC3G inh – inhibitors of human APOBEC3G DNA deaminase; Q9HC16; recombinant A3G, ssDNA deamination FAM/TAMRA fluorescence; inhibition, % at 20 µM; actives 0.28% (n = 330,000); AID 493012;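 active means inhibition of at least 40% at 20 µM, with no more than 30% in the related APOBEC3A deaminase screen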;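 further: plate controls were DMSO wells with A3G for no effect and wells lacking A3G enzyme for full effect; some compounds called inactive have numbers as strong as hits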
SENP6 block – inhibitors of human SENP6 protease; Q9GZR1; Recombinant SENP6 catalytic domain, aminoluciferin luminescence; inhibition, % at 10 µM; actives 1.8% (n = 330,000); AID 2599;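 active means inhibition above about 50% at the single tested dose, limit read from the data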;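 further: plate controls were DMSO wells with enzyme for no effect and DMSO wells lacking enzyme for full effect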
Numbers without * were called inactive; . = not tested or not shown.

SMILES	Apaf-1 inh	SENP8 block-1	SENP7 block	SENP1 inh	SENP8 block-2	UBC13 polyUb	APOBEC3G inh	SENP6 block
O=C(CN1CCN(c2ccc(O)cc2)CC1)N1CCc2ccccc21	10	-9	-3	2	12	-6	30	-35
CC(C)OCCCNC(=S)Nc1ccc2nc3n(c(=O)c2c1)CCCCC3	0	-12	-9	-1	-14	-1	-3	-17
COc1ccc(C)cc1NC(=O)c1ccc(OC(F)F)cc1	9	-11	-3	2	22	-18	-12	-7
CCOc1ccc(C(=O)NNC(=O)c2cc(S(=O)(=O)N3CCOCC3)ccc2Cl)cc1	2	-6	-10	-1	-4	2	-5	-9
O=C(c1ccco1)N(CCO)Cc1cc2cc3c(cc2[nH]c1=O)OCO3	-3	4	5	1	-404	-5	-5	-6
CCOc1ccc(/C=N/n2cc(-c3ccccc3)[nH]c2=S)cc1	8	-15	1	-12	-41	-8	9	-24
CCN(Cc1ccc2c(c1)OCCO2)C(=O)CN1C(=O)NC2(CCc3ccccc32)C1=O (stereo unspecified)	11	-1	2	0	13	-4	0	-4
CCCCOC(=O)C1=C(C)Nc2nnnn2C1c1ccccc1Cl (stereo unspecified)	16	-1	10	2	20	3	-4	0
CC(C)(C)OC(=O)N1CCCC1C(=O)N1CCc2ccccc21 (stereo unspecified)	-6	-2	0	-1	-282	-2	-14	-1
CNC(=O)CC1C(=O)N(C)C(=S)N1NC(=O)c1ccc(Cl)cc1 (stereo unspecified)	10	1	2	2	23	-2	1	-6
CCOc1c(Cl)cc(CNc2nnnn2C)cc1OC	3	14	-4	2	7	4	-8	-13
CC(c1ccccc1)N1C(=O)c2ccc(C(=O)NCc3cccnc3)cc2C1=O (stereo unspecified)	8	-18	-9	2	2	-11	-11	-18
COc1cc(C(=O)N2CCCN(C)CC2)cc(OC)c1C	5	-2	1	1	3	7	1	-21
CC1(C)CC(n2c(=S)[nH]c3ccccc3c2=O)CCO1 (stereo unspecified)	0	7	-6	-65	22	0	-4	-7
O=C(O)CSc1ncnc2scc(-c3ccccc3)c12	-5	5	-2	1	22	0	-1	9
Cc1ccc(F)cc1NC(=O)CSCc1c(C)noc1C	-2	-10	-5	-1	6	-11	-8	-7
Cc1cc2c(cc1C)NC(c1ccccn1)C1=C(CC(C)(C)CC1=O)N2 (stereo unspecified)	4	9	10	-4	11	-10	1	9
Cc1cc(N2CCN(Cc3nc(-c4ccc(F)cc4)oc3C)CC2)cc(C)n1	-9	-13	-3	-1	11	0	-2	-5
CC(=O)OCc1c(C)cc(C)c(/C=C(/C#N)C(N)=O)c1C	-4	-5	9	0	10	-11	-8	15
COc1ccc(OC)c(S(=O)(=O)NCc2cn3c(C)csc3n2)c1	-2	9	2	3	-2	6	-2	-14
CCN(CC)CCN(Cc1cc2cc(C)ccc2[nH]c1=O)C(=S)Nc1ccccc1	1	-1	-4	-3	-24	7	-2	14
CCOC(=O)C1=C(N)n2c(s/c(=C\c3cccs3)c2=O)=C(C(=O)OCC)C1c1cccs1 (stereo unspecified)	-10	-4	-2	4	8	-2	-9	-19
CCOc1ccc(NC(=S)NCc2nc3ccccc3[nH]2)cc1	-7	4	-3	-8	0	4	-3	2
CCOc1ccc(C(=O)Cn2cnnc2C#N)cc1	6	-2	3	0	1	3	-13	-6
CN(C)/C=N/c1nccc(-c2cccs2)n1	-4	10	-7	1	-351	-2	-3	-2

Part of the list above in order of count of non-hydrogen atoms, lowest first:
SMILES	Apaf-1 inh	SENP8 block-1	SENP7 block	SENP1 inh	SENP8 block-2	UBC13 polyUb	APOBEC3G inh	SENP6 block
CCOc1ccc(C(=O)Cn2cnnc2C#N)cc1	6	-2	3	0	1	3	-13	-6
CCOc1c(Cl)cc(CNc2nnnn2C)cc1OC	3	14	-4	2	7	4	-8	-13
O=C(c1ccco1)N(CCO)Cc1cc2cc3c(cc2[nH]c1=O)OCO3	-3	4	5	1	-404	-5	-5	-6

Continued.
SMILES	Apaf-1 inh	SENP8 block-1	SENP7 block	SENP1 inh	SENP8 block-2	UBC13 polyUb	APOBEC3G inh	SENP6 block
O=C(O)c1ccccc1-c1csc(-c2ccccc2)n1	3	15	18	2	10	-10	-4	48
COCCN(C(=S)Nc1ccc(C)cc1C)C(C)c1cccs1 (stereo unspecified)	-20	4	6	2	6	4	-6	-8
COc1ccc(CN(CC(=O)NC2CCCC2)C(=O)c2csnn2)cc1	5	-1	9	1	16	3	7	-2
N=c1n(CCN2CCCC2)c2ccccc2n1CC(O)c1ccc(Cl)c(Cl)c1 (stereo unspecified)	-10	-5	5	1	25	24	-2	-7
O=C(CN1C(=O)S/C(=C/c2ccccn2)C1=O)N1CCOCC1	0	3	-3	5	0	-13	3	0
O=C(Nc1cccc(-c2ccc3nncn3n2)c1)c1ccco1	-10	-2	-2	1	-20	8	-1	-15
COc1cc(C2C(C#N)=C(N)OC3=C2C(=O)CC(C)(C)C3)cc([N+](=O)[O-])c1O (stereo unspecified)	3	-7	-6	0	22	-38	-6	-23
Cc1ccc(S(=O)(=O)Nc2nnc(CC(C)(C)C)s2)cc1	5	8	-9	3	6	-9	-2	19
O=C1NCCOC(=O)[C@H](Cc2ccc(F)cc2)CC/C=C/C[C@@H]1CC(=O)N(CCO)Cc1ccccc1	12	-11	-13	4	17	-2	-6	-13
CCOC(=O)C1C(c2ccc(O)c(O)c2)NC(=S)NC1(O)C(F)(F)F (stereo unspecified)	6	-1	17	0	6	7	-3	-4
O=C(OCc1ccc(COC(=O)c2ccc(O)cc2)cc1)c1ccc(O)cc1	8	-8	-6	1	12	10	-3	8
CN=c1sc2ccccc2n1CC(O)COc1ccccc1 (stereo unspecified)	-6	-1	1	2	6	7	-3	-11
CCC(C)c1c(O)nc(SCC(=O)Nc2ccccc2)[nH]c1=O (stereo unspecified)	-5	2	10	1	16	0	0	13
Cc1cc(N2CCN(C)CC2)nc2ccc(NC(=O)CCC3CCCC3)cc12	16	3	3	-4	-310	16	-6	-4
C/C(=N\NC(=O)c1ccccc1)c1ccccc1F	-1	0	21	0	29	5	2	-30
CC(C)c1ccc(NC(=O)CN2C(=O)c3ccccc3S2(=O)=O)cc1	22	-9	-6	2	3	-1	-5	-14
COc1cc(CCC(=O)O)on1	-6	-8	2	8	6	2	-9	-12
Cc1ccc(Cn2ncc3c(N4CCN(CC#N)CC4)ncnc32)cc1	5	-13	-3	1	18	-1	-10	6
CC1CCCCN1CCn1c(=S)[nH]c2cc3c(cc2c1=O)OCO3 (stereo unspecified)	1	7	-1	-3	-14	3	2	-12
O=C(/C=C/c1ccc(F)cc1)NC(=S)N1CCOCC1	3	3	23	0	4	6	2	-58
Cc1ccc2c(c1)cc(CN(Cc1ccco1)C(=O)N1CCOCC1)c1nnnn12	6	3	-2	1	4	3	-4	-6
O=C(Nc1ccc(-c2noc(-c3cccs3)n2)cc1)c1cccnc1	1	20	55*	-3	7	11	-7	38
CN1CCN(c2ccc(NC(=O)c3cccc(S(=O)(=O)N4CCCC4)c3)cc2)CC1	31	3	-7	1	16	14	0	0
CC(=O)OC(C[N+]1(C)CCCCCC1)c1ccccc1 (stereo unspecified)	-5	7	1	2	19	7	14	3
CCC(=O)OCC(=O)c1c(N)n(Cc2ccccc2)c(=O)n(C)c1=O	8	-1	1	-26	-25	-6	-8	10

The closing three entries of the part above come first, to join the parts:
SMILES	Apaf-1 inh	SENP8 block-1	SENP7 block	SENP1 inh	SENP8 block-2	UBC13 polyUb	APOBEC3G inh	SENP6 block
CN1CCN(c2ccc(NC(=O)c3cccc(S(=O)(=O)N4CCCC4)c3)cc2)CC1	31	3	-7	1	16	14	0	0
CC(=O)OC(C[N+]1(C)CCCCCC1)c1ccccc1 (stereo unspecified)	-5	7	1	2	19	7	14	3
CCC(=O)OCC(=O)c1c(N)n(Cc2ccccc2)c(=O)n(C)c1=O	8	-1	1	-26	-25	-6	-8	10
NC(=O)COc1c(-c2ccc(Br)o2)oc2ccccc2c1=O	6	-5	-8	-18	-301	-10	5	7
COc1ccccc1C1N=C(c2ccccc2C)NO1 (stereo unspecified)	8	75*	78*	2	25	2	-5	83*
CC(Nc1nc2ncn(Cc3ccccc3)c2c(=O)[nH]1)C(=O)O (stereo unspecified)	-5	0	-2	-1	-1	6	-4	-11
CN1CCC(CN)(N2CCN(c3ccccc3)CC2)CC1	7	5	-3	2	20	58*	-3	-15
Cc1ccc(NC(=O)c2cccc(NC(=O)CC3SC(N4CCCCC4)=NC3=O)c2)nc1 (stereo unspecified)	7	4	7	-2	2	-2	-1	9
CCCc1nn2c(=O)cc(COc3cccc(NC(=O)c4ccco4)c3)nc2s1	-4	3	0	-10	-8	-2	-5	-1
S=C(Nc1cccnc1)NC1CCCCCCC1	-13	-7	1	1	11	0	-8	-2
O=C(COc1cc2oc(=O)c3c(c2cc1Cl)CCCC3)NCC1CCC(C(=O)O)CC1 (stereo unspecified)	5	11	6	1	-211	-5	2	9
CCn1c(=O)n(CC)c2cc(N3CCCC3)c(NC(=O)c3ccc(F)cc3)cc21	13	-6	-9	-7	-64	-4	32	-7
COCc1ccc(CN2CCCC(CO)(Cc3ccccc3)C2)o1 (stereo unspecified)	-4	10	5	1	19	5	-6	3
COc1ccc(NC(=O)C2Cc3ccccc3CN2C(=O)c2ccccc2)cn1 (stereo unspecified)	4	1	-5	-6	20	3	0	-9
CC1SCC(=NOCc2c(Cl)cccc2Cl)CS1 (stereo unspecified)	1	-7	10	4	10	3	-8	-29
COc1ccc(NC(=O)c2cccn(CC=C(C)C)c2=O)cc1	2	-3	-12	1	-14	-1	-4	11
CCN(CC)C(=O)CSc1nc2c(sc(=S)n2-c2ccc(C)cc2C)c(=O)[nH]1	11	-1	-5	1	17	-13	3	10
CCOc1ccccc1N1CCN(C(=O)c2cc[n+]([O-])cc2)CC1	4	-6	-9	0	34	-2	-9	-15
COC(=O)c1cc(NC(=O)Cc2coc3cc(OC)ccc23)cc(C(=O)OC)c1	16	-1	8	-1	-27	35	-4	-10
COC(=O)C1=C(C)N(Cc2ccco2)C(=O)N[C@H]1c1ccccc1	4	0	10	.	.	-8	-3	6
COc1cccc(NCc2nnc(SCC(=O)NC3CCS(=O)(=O)C3)n2C2CCCCC2)c1 (stereo unspecified)	16	-8	-13	-1	-4	9	0	-9
Cc1ccc(S(=O)(=O)Nc2cccc(C(=O)NCC(c3ccco3)N3CCCCC3)c2)cc1F (stereo unspecified)	13	-14	-9	-4	9	1	-9	5
c1ccc(CC2CCN(C3=Nc4cccc5cccc3c45)CC2)cc1	39	24	16	60	-5	-21	-7	73*
O=C(CC(SCCO)c1ccc2c(c1)OCO2)c1ccco1 (stereo unspecified)	-3	0	4	3	-34	12	-3	3
Cc1cc(C)nc(Nc2ccc(O)cc2)n1	1	1	1	0	15	1	-3	3
COc1ccc(CC(=O)OCC(=O)NCc2ccc(F)cc2)cc1	-8	-8	3	4	1	17	-6	-11
Cc1ccc(C)c(NC(=S)NC2CC3CCCC(C2)N3CC(C)C)c1 (stereo unspecified)	0	2	-3	1	16	2	-6	-5
CN(c1ccccc1C(=O)O)S(=O)(=O)c1ccc2c3c(cccc13)C(=O)N2	-3	4	-5	-23	-188	-10	-1	3
c1ccc2c(c1)CNc1ccccc1C2	-6	-7	-3	-5	-18	-1	-9	0
O=C(c1cc(COc2ccc(F)cc2F)on1)N1CCN(C(=O)c2ccco2)CC1	-11	-4	-7	3	-8	4	-3	-8

An excerpt of these results, with bars between the fields.
canonical_smiles | Apaf-1 inh | SENP8 block-1 | SENP7 block | SENP1 inh | SENP8 block-2 | UBC13 polyUb | APOBEC3G inh | SENP6 block
CC1CCCCN1CCn1c(=S)[nH]c2cc3c(cc2c1=O)OCO3 (stereo unspecified) | 1 | 7 | -1 | -3 | -14 | 3 | 2 | -12
CC(C)(C)OC(=O)N1CCCC1C(=O)N1CCc2ccccc21 (stereo unspecified) | -6 | -2 | 0 | -1 | -282 | -2 | -14 | -1
O=C(O)c1ccccc1-c1csc(-c2ccccc2)n1 | 3 | 15 | 18 | 2 | 10 | -10 | -4 | 48
